Ins promoter up – MIN6 insulin promoter up-regulation. MIN6 insulin promoter-GFP reporter, high-content imaging; stronger effect = higher value. z-score at 5 µM. 0.3% of 190,000 active. AID 1625;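 active = z-score above 3 at 5 µM with at least 500 cells counted in the well; inconclusive = wells under 500 cells, flagged as cytotoxic or low count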
Autophagy HCS – autophagy modulation, high-content screen; 0.98% of 190,000 active; calls only at 10 µM (by protocol); MEF GFP-LC3 puncta imaging; test concentration mostly 10 µM;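 active = percentage of spot-positive cells more than 3 SD above its plate mean, without a fluorescence outlier flag or 80% toxicity; inconclusive = no clear call, values can overlap the other calls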;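 also: spot-positive cell cutoff set from DMSO-treated cells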
MT stabilize HCS – stabilizes microtubules in HeLa cells; HeLa tubulin immunostaining HCS, 24 h; share of cells brighter than vehicle mean+2SD; % tubulin-high responders, % at 10 µM; 0.83% of 200,000 active; AID 2205;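 active = plate Z-score above 3 for both tubulin-high and condensed-nucleus cell shares, with cell loss under 80%, at 10 µM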;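 also: anti alpha tubulin signal scored within the nucleus-defined area of each cell; some results filed as inactive read as strong as hits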
Hep lipid drop – modulators of hepatic lipid droplet formation. AML12 mouse hepatocytes, oleate lipid droplets, BODIPY imaging. inhibition, % at 6.5 µM. 0.4% of 240,000 active. AID 1656;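 active = lipid droplet intensity inhibited by at least 50%, with more than 500 cells counted; inconclusive = wells with under 300 cells, treated as cytotoxic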
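material = mouse AML12 hepatocyte cell line, fixed after treatment | also added = 100 µM oleic acid challenge | doses = compound at 6.5 µM only | schedule = overnight exposure | technique = Image-based BODIPY and DAPI two-channel analysis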
WT yeast gro inh – growth inhibition of WT yeast, mitochondrial fusion screen; mitochondrial fusion phenotypic screen, WT strain; inhibition, % at 10 µM; 2.1% of 190,000 active; in the data active = inhibition above about 58%; tested in S. cerevisiae
West Nile virus CPE – inhibition of WNV-induced cytopathic effect – cell-based, CPE readout (AID 1621). West Nile virus-infected cells, CPE inhibition; higher % means a stronger effect. one-dose CPE inhibition, % at 10 µM; IC50 in µM for titrated hits. 0.02% of 290,000 active; in the data active = a potency from the dose series; inconclusive = CPE inhibition mostly from about 3.7% at the one dose, without a potency; inactive = the rest, 99 in 100 with CPE inhibition below about 2.2%; also: strong numbers were not always called active
b-catenin transl – beta-catenin nuclear translocation modulation; HeLa beta-catenin nuclear translocation, immunofluorescence imaging; nuclear translocation activity, % at 5 µM; 0.3% of 190,000 active;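 active = nuclear translocation activity above 50% at 5 µM, with a well cell count of 50 or more; inconclusive = wells under 50 cells across six images, flagged as toxic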;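 also: per-cell ratio of nuclear to cytoplasmic median beta-catenin stain intensity; plate controls were DMSO negative control for no effect and GSK-3 inhibitor IX positive control for full effect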
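Test system: human HeLa cells, native beta-catenin. Compound dosing: 5 µM primary single dose, 0.1% DMSO, 0.02–20 µM confirmation series. Incubation: compound exposure 24 h at 37°C. Detection: beta-catenin immunostaining with DAPI counterstain, 20x imaging, 6 fields/well. Read-out basis: Nuclear/cytoplasmic beta-catenin signal ratio, % activation.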
T cell HTS – T cell immune modulation candidate; 2C CD8+ T cell-vesicle binding, flow cytometry; stronger effect = lower value; calls only at 7 µM; 0.068% of 330,000 active; AID 2052;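 active = response, share of CD8 T cells binding vesicles, and their 90th percentile fluorescence all below set limits, cut at about 80% in these data, passing the limit was not always enough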
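Read-out – percent CD8+ FL2 mean versus row control · System – murine 2C transgenic CD8+ T lymphocytes · Times – 1.5 h cell–vesicle binding at 37 °C, then 20 min icy labelling · Control set – naked vesicles low, QL9 vesicles with vehicle high · Detection – cytometric PE anti-B7-1 and Alexa647 anti-CD8 signals after 1% paraformaldehyde fixation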
Myeloid diff MLP – myeloid differentiation induction | ER-HoxA9 myeloid progenitors, lysozyme-GFP differentiation, flow cytometry | calls only at 10 µM | 1% of 360,000 active;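 active = normalized GFP-positive differentiation at or above the plate's own cutoff, the solvent-only control mean plus 3 SD; inconclusive = no clear call, values can overlap the other calls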;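 also: cells exposed to compound for four days before flow analysis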
WT yeast gro inh mutant strain – further read-out of WT yeast gro inh, marked with its call; inhibition, %; mitochondrial fusion phenotypic screen, mutant strain inhibition
Ins promoter up cell count – second read-out of Ins promoter up, no call of its own (marks repeat the call); cell count; measured here: cytotoxicity, nuclei count;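 total cells summed across four imaged fields per well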
Hep lipid drop cells 6.5 µM – second read-out of Hep lipid drop, no call of its own (marks repeat the call); cell count; measured here: cell count, cytotoxicity flag;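 cells counted across two imaged fields per well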
b-catenin transl cell count 5 µM – recorded beside b-catenin transl, whose call it bears; cell count; measured here: cell count, cytotoxicity flag
T cell HTS vesicle-bound % – further read-out of T cell HTS, marked with its call; double positive events, %; measured here: CD8+ vesicle-bound cell fraction;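 binding gate set so that unloaded-vesicle control wells show 10% double positive cells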
MT stabilize HCS Hoechst-high % – further read-out of MT stabilize HCS, marked with its call; % Hoechst-high responders; measured here: nuclear condensation Hoechst responders;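 share of cells brighter than vehicle mean plus two SD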
MT stabilize HCS cytotoxicity % – further read-out of MT stabilize HCS, marked with its call; toxicity, %; measured here: cytotoxicity by cell density;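 0% = mean cell density of plate MIN control wells and 100% = no cells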
Autophagy HCS cell loss 18 h – further read-out of Autophagy HCS, marked with its call; toxicity, %; measured here: cell loss, nuclei count;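 cell loss after 18 h compound exposure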
Myeloid diff MLP GFP+ MAC1+ % – further read-out of Myeloid diff MLP, marked with its call; GFP+ MAC1+ double positive, %; measured here: differentiation confirmed by MAC1 staining
Starred values were filed as active, the others as inactive; i = inactive; ? = inconclusive; nt = no result given; + = active, no number.

smiles,Ins promoter up,Ins promoter up cell count,Autophagy HCS,Autophagy HCS cell loss 18 h,MT stabilize HCS,MT stabilize HCS Hoechst-high %,MT stabilize HCS cytotoxicity %,Hep lipid drop,Hep lipid drop cells 6.5 µM,WT yeast gro inh,WT yeast gro inh mutant strain,West Nile virus CPE,b-catenin transl,b-catenin transl cell count 5 µM,T cell HTS,T cell HTS vesicle-bound %,Myeloid diff MLP,Myeloid diff MLP GFP+ MAC1+ %
COc1ccc(N2CCN(C(=O)NC3CCCCC3)CC2)cc1,nt,nt,i,-2,3.5,3.3,3.3,nt,nt,2,7,0.9%,-1.0,439,i,46,i,0.8
O=C1NC2(CCc3ccccc3C2)C(=O)N1CCOc1cccc(Cl)c1 (stereo not drawn),-0.08,1374,i,2,1.1,4.2,9.2,-18,755,23,-12,-1.5%,-3.2,574,i,44,i,2.9
COc1cccc(NC(=O)C2CC(=O)n3cnnc3S2)c1 (stereo not drawn),0.74,1513,i,0,4.3,3.2,11,nt,nt,15,39,-0.1%,-3.0,851,i,45,i,0.4
C/C(N)=C(/C#N)C(=O)COC(=O)CSc1ccc2ccccc2c1,nt,nt,i,-12,2.3,2.0,1.6,8,704,-5,0,-0.1%,nt,nt,i,37,i,0.8
CCOC(=O)c1c(O)c2cc(Cl)ccc2n(CC)c1=O,0.38,1514,nt,nt,nt,nt,nt,-1,739,nt,nt,0.0%,-3.9,1077,+,17*,i,0.2
CCN1C(=O)[C@H]2[C@@H](c3ccc(Cl)cc3)N3C(=O)CN(CC4CC4)C(=O)[C@@]3(C)[C@H]2C1=O,nt,nt,nt,nt,nt,nt,nt,-2,784,nt,nt,0.7%,nt,nt,i,25,i,1.1
CN(CCCN1CCOCC1)C(=O)c1cc(COc2ccc(F)cc2F)on1,nt,nt,nt,nt,nt,nt,nt,-3,783,nt,nt,0.2%,nt,nt,i,4,i,0.9
COc1ccc(C(=O)/C=C/C(=O)N(CC(=O)NC2CCCCC2)Cc2ccccc2OC)c(O)c1,-0.33,1420,i,-9,2.9,3.3,9.0,7,694,2,-19,0.5%,1.5,1080,nt,nt,i,0.0
COc1ccc(-c2cc(C(=O)N3CCOCC3)no2)cc1OC,0.03,1514,i,5,2.0,1.9,8.6,nt,nt,6,-15,0.2%,-2.6,1004,i,61,i,5.8
CCOc1ccc2nc(NC(=O)c3cnc(C)cn3)sc2c1,0.52,691,i,-7,1.5,1.3,4.4,-23,825,4,7,0.6%,nt,nt,i,48,i,2.0
Cc1cnc(C(=O)Nc2ccc(OC(F)(F)F)cc2)cn1,nt,nt,nt,nt,nt,nt,nt,-8,814,nt,nt,-0.5%,nt,nt,i,44,i,1.3
O=C(O)c1ccc(-c2ccc(O)c(F)c2)cc1,0.15,1939,nt,nt,2.1,2.8,5.4,-2,640,10,1,-0.1%,0.7,1058,i,28,i,7.9
COc1ccccc1C(=O)N/C(=C\c1cn(S(=O)(=O)N(C)C)c2ccccc12)C(=O)NCCCN1CCOCC1,nt,nt,nt,nt,nt,nt,nt,-20,633,nt,nt,0.0%,nt,nt,i,18,i,0.7
COc1cc(/C=N/N2CCOCC2)ccc1OCc1ccccc1,0.59,1337,i,-11,2.7,3.2,5.8,-1,704,2,-14,0.5%,-0.6,1074,i,30,i,0.4
O=C(N/N=C/c1cn(-c2ccccc2)nc1-c1ccc2c(c1)OCCO2)c1ccncc1,-0.12,1304,i,-4,2.8,3.1,9.9,21,714,-3,-23,0.4%,-0.3,1141,i,44,nt,nt
CCOC(=O)C1CCCN(C(=O)C2CCN(c3nnc(-n4cccc4)s3)CC2)C1 (stereo not drawn),-0.3,1393,+,6.2*,2.9,1.6,12,9,666,4,3,-0.5%,-3.0,1125,i,50,i,2.0
Cc1ccc(-n2nnnc2SCn2nnc3ccccc3c2=O)cc1,nt,nt,i,8,1.8,2.4,14,-25,724,14,6,-0.1%,4.7,1063,i,9,i,1.0
CCn1c(SCC(=O)NCC2CCCO2)nnc1-c1ccc(Cl)cc1 (stereo not drawn),0.24,1612,i,-30,1.8,0.7,1.0,0,668,5,6,0.2%,-0.7,1032,i,40,i,0.6
COc1cc(CN2CCN(c3cccc(C)c3C)CC2)cc([N+](=O)[O-])c1O,-0.64,1392,i,-2,2.6,2.2,1.3,6,660,8,6,-0.2%,-2.1,1047,i,8,i,0.1
COc1ccc(-c2nc(SCC(=O)N3CCOCC3)n[nH]2)cc1,0.48,1883,i,-4,2.2,1.3,5.5,-2,669,3,-21,1.0%,0.2,1096,i,58,i,0.9
Cc1c(C#N)c2ncnc(N)c2n1-c1ccccc1,0.95,1119,i,-1,2.6,2.4,6.2,nt,nt,-10,-5,-0.3%,2.9,1077,i,56,i,1.2
COc1ccc(C(=O)Oc2ccc3ccc(=O)oc3c2)cc1OC,nt,nt,nt,nt,nt,nt,nt,-20,725,nt,nt,-0.5%,nt,nt,i,44,i,0.7
O=C(CSc1ccc2nnc(-c3ccccn3)n2n1)Nc1ccc(F)cc1,nt,nt,nt,nt,nt,nt,nt,25,682,nt,nt,-0.2%,nt,nt,i,68,i,0.7
Nc1nc(CSc2nnnn2-c2ccc(F)c(Cl)c2)nc(N2CCOCC2)n1,nt,nt,i,20,3.5,3.2,12,nt,nt,nt,nt,-0.2%,nt,nt,i,53,i,0.4
COc1cc(CC(=O)N(C)CC(=O)Nc2ccc(Cl)c(C(F)(F)F)c2)cc(OC)c1OC,nt,nt,nt,nt,nt,nt,nt,2,745,nt,nt,0.0%,nt,nt,i,29,i,0.8
COc1ccc(NC(=O)CCN2C(=O)C3C4C=CC(C4)C3C2=O)cc1 (stereo not drawn),nt,nt,i,15,3.8,2.6,8.0,-10,661,-19,-6,-0.1%,-0.6,1532,i,46,?,nt
N#CC(Nc1ccccc1)c1ccccc1OCc1ccccc1 (stereo not drawn),-0.12,701,i,7,2.5,1.1,4.6,-1,782,nt,nt,0.0%,-0.3,1125,i,25,i,0.6
Cc1ccc(-c2cc3nc4c(c(=O)n3[nH]2)CCCC4)cc1,nt,nt,i,-8,1.9,1.6,7.3,nt,nt,12,-8,-0.4%,nt,nt,i,60,i,0.7
CN1C(=O)c2cccc3c(S(=O)(=O)NCc4ccco4)ccc1c23,nt,nt,i,-4,2.7,1.7,4.0,2,715,4,3,-0.1%,nt,nt,i,15,i,0.9
COc1ccc(-c2[nH]ncc2CN2CCN(c3ccccn3)CC2)c(OC)c1,0.82,1464,i,-17,3.0,1.3,2.9,-29,672,-9,-11,-0.6%,-2.1,1074,i,19,i,0.3
C/C=C/C(=O)OCC(=O)Nc1cccc(S(=O)(=O)NC2=NCCCCC2)c1,-0.91,1616,i,11,1.7,2.0,1.9,6,675,11,-2,0.0%,-2.9,1058,i,27,i,0.5
O=C1NC2(CCCC2)C(=O)N1CCS(=O)(=O)Oc1ccccc1,-0.42,1188,i,13,1.8,2.0,6.3,2,706,6,3,0.0%,0.6,1015,i,47,i,0.6
N#Cc1c(N)nc2c(c1-c1ccccc1)CCCC2,-0.17,1333,i,0,3.4,1.8,4.2,10,781,23,-4,-0.4%,-5.4,1233,i,34,i,1.1
O=[N+]([O-])c1ccc(NCCOc2ccccc2Cl)nc1,nt,nt,nt,nt,nt,nt,nt,-5,874,nt,nt,-0.1%,nt,nt,i,55,+,2.5*
COC(=O)c1ccc(CS(=O)(=O)c2ccc(F)cc2)o1,nt,nt,nt,nt,nt,nt,nt,20,699,nt,nt,1.2%,nt,nt,i,19,i,0.7
Cc1ccc(/C=C/S(=O)(=O)N2CCC(C(=O)O)CC2)cc1,0,1269,i,13,4.4,1.9,1.7,nt,nt,-15,2,0.9%,-3.7,1010,i,35,i,2.3
CC(c1ccccc1)n1cc(C(=O)NCC2COc3ccccc3O2)nn1 (stereo not drawn),-0.09,1082,i,9,1.6,0.4,32,-16,801,12,-12,-0.2%,2.5,987,i,50,i,1.1
